TNAP activators: human TNAP enzyme activators, primary screen, biochemical, luminescent, no phosphate acceptor, uHTS (AID 1001); 200,000 tested, 0.03% active; activation fold at 20 µM, or EC50 in µM where a hit was titrated; purified TNAP, luminescent activation assay, no phosphate acceptor; higher activation fold means a stronger effect; in the data active = activation fold from about 3, or a potency from the dose series; inactive = the rest, 99 in 100 with activation fold below about 1.6; also: many of its hits are not listed in these tables
PMI inhibitors: MPI enzyme activity inhibition – biochemical, fluorescence intensity, coupled assay, primary screen (AID 1209); purified PMI enzyme, coupled fluorescence intensity; higher % means a stronger effect; inhibition, % at 20 µM; hits with a dose series show IC50 in µM; 190,000 tested, 0.42% active; in the data active = inhibition above about 50%;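 also: plate controls were DMSO vehicle for no effect and wells lacking substrate for full effect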
Dynein cargo inh: dynein cargo transport inhibition | 3617.4 mouse cells, GR-EGFP nuclear translocation imaging; test concentration mostly 20 µM; stimulated with dexamethasone, 1 µM; hits give low values | z-score, hits read low | 220,000 tested, 0.47% active | AID 1381;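 active = plate z-score of nuclear minus cytoplasmic receptor signal below a set negative limit, without overly bright fluorescence or cell loss, cut at about -3.5 in these data, passing the limit was not always enough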;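 also: z-score of nuclear minus cytoplasmic ring GR-EGFP intensity difference per well; some compounds called inactive have numbers as strong as hits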
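Schedule: 48 h induction, then 1 h compound, then 30 min agonist, 37 °C. Buffer or medium: tetracycline-free induction medium containing charcoal-stripped FBS. Reagent: 1.0 µM final dexamethasone stimulus. Evaluation: nuclear versus cytoplasmic GR-EGFP signal, averaged per well. Signal: high-content fluorescence imaging after fixation.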
MT stabilize HCS: stabilizes microtubules in HeLa cells; HeLa tubulin immunostaining HCS, 24 h; share of cells brighter than vehicle mean+2SD; % tubulin-high responders, % at 10 µM; 200,000 tested, 0.83% active;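 active = plate Z-score above 3 for both tubulin-high and condensed-nucleus cell shares, with cell loss under 80%, at 10 µM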;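 also: anti alpha tubulin signal scored within the nucleus-defined area of each cell; some results filed as inactive read as strong as hits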
Hep lipid drop: hepatic lipid droplet formation modulation; AML12 mouse hepatocytes, oleate lipid droplets, BODIPY imaging; inhibition, % at 6.5 µM; 240,000 tested, 0.4% active; AID 1656;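 active = lipid droplet intensity inhibited by at least 50%, with more than 500 cells counted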
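Technique: fluorescence imaging, 20x objective, two fields per well / Assay system: AML12 hepatocytes (mouse) / Measure: % inhibition of lipid droplet signal / Doses: 6.5 µM single-point dosing / Incubation: overnight exposure / Reagent: 100 µM oleic acid challenge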
Insulin prom up: MIN6 insulin promoter up-regulation; MIN6 insulin promoter-GFP reporter, high-content imaging; hits give high values; z-score at 5 µM; 190,000 tested, 0.3% active; AID 1625;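 active = z-score above 3 at 5 µM with at least 500 cells counted in the well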
T cell HTS: T cell immune modulation candidate. 330,000 tested, 0.068% active. calls only at 7 µM. 2C CD8+ T cell-vesicle binding, flow cytometry; hits give low values;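 active = response, share of CD8 T cells binding vesicles, and their 90th percentile fluorescence all below set limits, cut at about 80% in these data, passing the limit was not always enough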
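Test system: purified 2C TCR transgenic mouse naive CD8+ T cells. Probe or stimulus: QL9-peptide-loaded Drosophila micro-vesicles bearing Ld, ICAM-1 and B7-1. Incubation: binding step 1.5 h, 37 °C, antibody labelling 20 min, ice. Measured by: flow cytometry of vesicle-bound cells.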
b-catenin transl: modulators of beta-catenin nuclear translocation; HeLa beta-catenin nuclear translocation, immunofluorescence imaging; nuclear translocation activity, % at 5 µM; 190,000 tested, 0.3% active; AID 1665;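 active = nuclear translocation activity above 50% at 5 µM, with a well cell count of 50 or more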;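 also: per-cell ratio of nuclear to cytoplasmic median beta-catenin stain intensity; plate controls were DMSO negative control for no effect and GSK-3 inhibitor IX positive control for full effect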
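assay system = human HeLa cells, endogenous beta-catenin | times = compound treatment 24 h, 37°C, 5% CO2 | detection = Anti-beta-catenin immunofluorescence on PFA-fixed, Triton-permeabilized cells, DAPI nuclei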
Myeloid diff 2: promotes myeloid progenitor differentiation. ER-HoxA9 myeloid progenitors, lysozyme-GFP differentiation, flow cytometry. calls only at 10 µM. 360,000 tested, 1% active. AID 624256;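 active = normalized GFP-positive differentiation at or above the plate's own cutoff, the solvent-only control mean plus 3 SD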;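 also: cells exposed to compound for four days before flow analysis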
Dynein cargo inh cytoplasmic EGFP: further read-out of Dynein cargo inh, marked with its call; z-score; measured here: cytoplasmic GR-EGFP intensity; hits give high values
Dynein cargo inh nuclear GR-EGFP: second read-out of Dynein cargo inh, no call of its own (marks repeat the call); z-score; measured here: nuclear GR-EGFP intensity;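 lower value marks the stronger effect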
Dynein cargo inh cell count: recorded beside Dynein cargo inh, whose call it bears; z-score; measured here: cell count per field
Insulin prom up cell count: further read-out of Insulin prom up, marked with its call; cell count; measured here: cytotoxicity, nuclei count;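 total cells summed across four imaged fields per well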
Hep lipid drop cells 6.5 µM: further read-out of Hep lipid drop, marked with its call; cell count; measured here: cell count, cytotoxicity flag;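 cells counted across two imaged fields per well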
b-catenin transl cell count 5 µM: second read-out of b-catenin transl, no call of its own (marks repeat the call); cell count; measured here: cell count, cytotoxicity flag
T cell HTS vesicle-bound %: recorded beside T cell HTS, whose call it bears; double positive events, %; measured here: CD8+ vesicle-bound cell fraction;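 binding gate set so that unloaded-vesicle control wells show 10% double positive cells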
MT stabilize HCS Hoechst-high %: also measured in MT stabilize HCS; calls as there; % Hoechst-high responders; measured here: nuclear condensation Hoechst responders;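 share of cells brighter than vehicle mean plus two SD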
MT stabilize HCS cytotoxicity %: further read-out of MT stabilize HCS, marked with its call; toxicity, %; measured here: cytotoxicity by cell density;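 0% = mean cell density of plate MIN control wells and 100% = no cells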
Myeloid diff 2 GFP+ MAC1+ %: also measured in Myeloid diff 2; calls as there; GFP+ MAC1+ double positive, %; measured here: differentiation confirmed by MAC1 staining
Starred values were filed as active, the others as inactive; i = inactive; x = no result given.

The line under a structure holds: b-catenin transl cell count 5 µM	Insulin prom up cell count	MT stabilize HCS Hoechst-high %	PMI inhibitors	Hep lipid drop cells 6.5 µM	Dynein cargo inh cell count	Dynein cargo inh	MT stabilize HCS cytotoxicity %	TNAP activators	T cell HTS vesicle-bound %	Myeloid diff 2	Dynein cargo inh cytoplasmic EGFP	Hep lipid drop	Dynein cargo inh nuclear GR-EGFP	T cell HTS	MT stabilize HCS	Myeloid diff 2 GFP+ MAC1+ %	b-catenin transl	Insulin prom up
O=C(COc1ccc2ccccc2c1)NCCn1ccc2ccccc21
    1064	1890	4.6	23%	701	0.76	-0.28	4.9	1	46	i	-0.28	-3	-0.17	i	2.7	2.2	-0.1	0.08
CC(=O)Nc1ccc(NC(=O)C(C)OC(=O)CN(C)S(=O)(=O)c2ccc(Cl)cc2)cc1 (stereo not drawn)
    x	961	1.6	-4%	739	-0.79	1.9	6.7	1.2	44	i	-0.26	12	0.9	i	2.2	1.4	x	0.35
CC(Oc1ccc(Cl)cc1Cl)C(=O)N/N=C1\CCCc2ccccc21 (stereo not drawn)
    1207	722	1.1	13%	705	0.84	-0.21	12	1.1	46	i	-0.29	-22	-0.021	i	1.7	7.3	-2.8	0.18
CC1CCN(C(=S)SCc2nc(N)nc(Nc3ccccc3)n2)CC1
    1277	1090	x	x	696	-0.65	0.58	x	x	16	i	-0.22	6	0.6	i	x	0.4	1.7	-0.64
CCOC(=O)C1CN(S(=O)(=O)c2ccccc2)CCN1S(=O)(=O)c1ccccc1 (stereo not drawn)
    x	x	1.4	2%	817	0.18	-1.7	6.8	1.2	58	i	0.015	15	-0.8	i	1.6	8.3	x	x
O=C(CN1C(=O)COc2ccccc21)N1CCCc2ccccc21
    1252	1195	2.7	4%	745	0.28	-0.31	4.4	1	35	i	-0.21	23	0.05	i	5.9	0.7	1.9	0.14
Cc1ccc2[nH]c(=O)c(CN(CC3COCCO3)C(=O)Nc3ccccc3F)cc2c1 (stereo not drawn)
    1505	1310	4.9	3%	710	0.61	-0.41	2.3	1.1	28	i	-0.31	1	-0.039	i	4.7	0.3	1.6	-0.03
Cc1ccc(S(C)(=O)=O)cc1S(=O)(=O)Nc1cccc(Cl)c1
    921	1373	2.4	-2%	616	0.74	-0.91	6.6	1.1	46	i	-0.32	13	-0.91	i	5.2	0.8	2.1	0.28
c1c(C2CCCCC2)n[nH]c1CN1CCCCC1
    1059	1162	2.4	4%	749	-2	1.1	4.9	0.6	40	i	-0.036	0	0.61	i	6.0	0.5	-0.6	-0.65
COCCNC(=O)CCc1c(C)nc2nc(-c3cc(OC)cc(OC)c3)nn2c1C
    1113	1346	2.0	-11%	655	-0.81	0.17	6.2	1	53	i	-0.017	-58	0.44	i	3.1	0.5	0.8	-0.03
CCC(=O)N1c2ccccc2NC2=C(C(=O)CCC2)C1c1cccnc1 (stereo not drawn)
    971	1319	1.6	-12%	x	0.43	0.096	13	1	40	i	-0.22	x	0.84	i	2.7	0.8	-2.6	0.82
COC(=O)C1=C(C)N=C2SC(C)C(=O)N2C1c1cccs1 (stereo not drawn)
    802	1483	2.1	9%	x	-0.56	-0.56	5.0	1.1	37	i	-0.22	x	-0.14	i	2.8	0.7	-4.0	0.9
O=C(NCCc1c[nH]c2ccccc12)c1ccc(-n2cnnn2)cc1
    1346	1368	1.9	-6%	x	0.22	-0.25	3.1	1	30	i	0.0014	x	-0.18	i	1.5	2.0	-1.6	0.12
Cc1c(Br)c([N+](=O)[O-])nn1CCCC(=O)Nc1sc2c(c1C#N)CCC2
    1082	1433	2.4	43%	583	0.12	-0.19	4.1	1.1	45	i	-0.18	8	0.25	i	1.5	0.7	-1.6	0.89
OCCC1CN(Cc2ccccc2-c2ccco2)CCN1Cc1ccsc1 (stereo not drawn)
    1076	1409	2.6	18%	701	-0.33	0.43	8.5	1.1	18	i	-0.16	-2	0.41	i	2.7	0.2	1.1	-0.94
Cc1cc(SCC(=O)c2cc(C)n(C)c2C)nc2ccccc12
    493	1251	4.5	2%	658	-1.6	1.2	13	1	6	i	0.14	9	1.3	i	6.9	1.0	-0.4	0.31
COc1cccc(OC)c1OCc1cc(C2C3CCCC=C3C(C#N)=C(N)C2(C#N)C#N)c(C)cc1C (stereo not drawn)
    x	x	2.1	9%	x	-3.4	-0.66	11	1	28	i	0.37	x	-0.3	i	3.1	0.4	x	x
CCCC(=O)NCc1nc2ccccc2n1C
    1056	1287	2.9	-1%	759	0.94	-0.12	6.2	1	10	i	-0.24	17	-0.047	i	3.8	7.2	-0.4	0.01
COc1cc(C2C3C(=O)N(c4ccccc4)C(=O)C3ON2c2ccccc2)ccc1O (stereo not drawn)
    1119	1106	1.7	2%	x	-1.7	1.8	5.6	1.1	40	i	0.033	x	1.9	i	2.0	0.2	-3.0	0.57
CC1(C)CC(CC(=O)O)(c2ccc(F)cc2)CCO1 (stereo not drawn)
    x	910	3.3	10%	x	-0.12	0.097	6.7	1.1	35	i	-0.21	x	0.3	i	2.2	2.5	x	0.18
CCOC(=O)c1c(N)sc(C(O)(C(F)(F)F)C(F)(F)F)c1-c1ccccc1
    x	995	0.9	20%	792	1	-0.8	7.8	1	15	i	0.067	8	-0.49	i	2.3	0.6	x	-0.67
Cc1cccc(NC(=S)N(CCN(C)C)Cc2cccs2)c1
    1116	1287	1.6	-3%	756	0.2	-0.39	7.7	1.1	9	i	-0.27	7	-0.2	i	3.6	0.4	-1.4	-0.72
Clc1cccc(Cl)c1CSc1nnc(CN2CCOCC2)n1-c1ccccc1
    x	995	1.2	-3%	x	0.38	0.34	6.7	1.1	59	i	-0.25	x	0.46	i	1.7	1.3	x	-0.99
N#Cc1c(-c2ccccc2)c(-c2ccccc2)n(Cc2ccco2)c1NC(=O)c1cccs1
    1422	1489	1.6	7%	x	1.2	-0.93	7.9	1.1	54	i	-0.21	x	0.12	i	2.3	1.2	2.9	-0.43
N#Cc1cc(-c2ccc(Cl)cc2)cn(Cc2c(Cl)cccc2Cl)c1=O
    x	x	3.0	15%	x	x	x	0.4	1.1	34	i	x	x	x	i	3.0	8.3	x	x
CN(C)c1oc(-c2ccccc2Cl)nc1P(=O)(c1ccccc1)c1ccccc1
    1145	1018	2.2	8%	783	0.1	0.078	3.5	1.1	28	i	-0.28	-9	-0.17	i	3.0	1.3	-0.4	-0.07
Cc1cc(C)c(C2C3=C(Nc4c2c(C)nn4-c2ccccn2)c2ccccc2C3=O)c(C)c1 (stereo not drawn)
    583	1249	2.2	-17%	635	0.98	-0.99	8.2	0.9	13	i	-0.32	8	-0.72	i	3.4	0.4	-2.7	-0.19
O=C(COc1ccc(Cl)cc1)Nc1ccc(Cc2ccncc2)cc1
    560	1230	2.5	4%	x	0.28	-0.32	5.9	1.1	9	i	-0.32	x	-0.46	i	2.9	0.8	-3.3	0.57
CCOC(=O)c1ccc(N2C(=O)CC(N(Cc3ccc4c(c3)OCO4)C(=O)Nc3ccccc3)C2=O)cc1 (stereo not drawn)
    x	x	2.1	3%	812	0.56	-1.4	8.0	1.1	48	i	-0.14	14	-0.43	i	2.2	7.5	x	x
O=C1C2C3C=CC([C@@H]2C(=O)N1Cc1cccnc1)C31CC1 (stereo partly drawn)
    1317	1769	1.8	1%	x	0.26	-0.16	9.3	1	30	i	-0.11	x	-0.22	i	3.1	0.8	-0.9	1.6
Cc1nnc(SC(C(=O)Nc2ccc(Cl)c([N+](=O)[O-])c2)c2ccccc2)[nH]c1=O (stereo not drawn)
    1082	1168	2.6	-12%	666	0.33	-0.14	5.9	1	11	i	-0.27	0	0.37	i	2.3	0.4	-3.9	-0.17
O=C1CC(c2c[nH]c3ccccc23)C(=O)N1c1ccccc1 (stereo not drawn)
    1163	x	2.8	-2%	668	-0.022	0.2	9.0	1.1	14	i	-0.2	-4	-0.17	i	2.8	1.6	-2.7	x

In the list so far, these contain a nitro group on carbon:
The line under a structure holds: b-catenin transl cell count 5 µM	Insulin prom up cell count	MT stabilize HCS Hoechst-high %	PMI inhibitors	Hep lipid drop cells 6.5 µM	Dynein cargo inh cell count	Dynein cargo inh	MT stabilize HCS cytotoxicity %	TNAP activators	T cell HTS vesicle-bound %	Myeloid diff 2	Dynein cargo inh cytoplasmic EGFP	Hep lipid drop	Dynein cargo inh nuclear GR-EGFP	T cell HTS	MT stabilize HCS	Myeloid diff 2 GFP+ MAC1+ %	b-catenin transl	Insulin prom up
Cc1c(Br)c([N+](=O)[O-])nn1CCCC(=O)Nc1sc2c(c1C#N)CCC2
    1082	1433	2.4	43%	583	0.12	-0.19	4.1	1.1	45	i	-0.18	8	0.25	i	1.5	0.7	-1.6	0.89
Cc1nnc(SC(C(=O)Nc2ccc(Cl)c([N+](=O)[O-])c2)c2ccccc2)[nH]c1=O (stereo not drawn)
    1082	1168	2.6	-12%	666	0.33	-0.14	5.9	1	11	i	-0.27	0	0.37	i	2.3	0.4	-3.9	-0.17

Screens deposited in PubChem BioAssay by several laboratories.
